# Compound activity from PubChem BioAssay.
# HTT aggregate = mutant huntingtin aggregation inhibition | PC12 HttQ103-GFP aggregates, Acumen cytometry, 40 h | Potency, µM (highest dose often 46.1 µM), for inactives: top-dose activity change, negative = inhibition, actives largely listed as inhibitors | actives 1.1% (n = 220,000); note: % is set by controls: 0 for no effect and ±100 for the full control effect; nearly all actives have a fitted effect of over 60% in size
#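 Aggregate formation scored by laser-scanning cytometer (488 excitation, 500–530 emission) in lysed PC12 cells expressing Q103-GFP after 100 nM tebufenozide induction; library tested in dose series, with ATPLite reagent added in the multiplex.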
# GAA inh = inhibitors of human lysosomal alpha-glucosidase; P10253; purified human GAA, 4-MU-alpha-glucoside fluorescence; Potency, µM (top dose mostly 76.9 µM), for inactives: top-dose activity change, negative = inhibition, most hits filed as inhibitors; actives 0.005% (n = 200,000); AID 1466;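 note: plate controls were uninhibited enzyme wells for no effect and no-enzyme background for full effect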
#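 Activity normalized between no-enzyme (basal) and enzyme-only wells. Conditions: 4 nM human enzyme, 400 uM fluorogenic substrate, citrate/phosphate pH 5.0 with Tween-20, 20 min room temperature, compounds up to 77 uM.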
# HTT cytoprotect = cytoprotection in Huntington HTT-Q103 PC12 cell model | Potency, µM (highest dose often 56.4 µM), inactives show cytoprotection (ATP increase), hits mostly activators | PC12 HTT-Q103 induced, cytoprotection, ATP luminescence, 40 h | actives 0.14% (n = 230,000);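 note: % of control where 0% means no effect; nearly all actives have a fitted effect of over 45% in size; toxic huntingtin expression switched on by the ecdysone agonist tebufenozide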
#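 PC12 cells with ecdysone-inducible HTT exon 1 Q103-GFP, induced with 100 nM tebufenozide and co-treated with library compounds in a dose series (1536-well, 1500 cells/well). Cytoprotection read as ATP content by ATPlite luminescence.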
# RGS12 GoLoco inh = inhibitors of human Gai1-RGS12 GoLoco interaction (red fluorophore) | AID 880 | Gai1:RGS12 GoLoco peptide FP, rhodamine, 10 min | actives 0.44% (n = 230,000) | P63096 | Potency, µM (titrated, usually from 61.6 µM), inactives show top-dose activity, negative = inhibition, usual class: inhibitors; active = well fitted inhibition curve with a large enough effect, not every such curve was filed as active; inactive = no such curve, though single readings can be large or run the other way; note: % is set by controls: 0 for no effect and ±100 for the full control effect; nearly all actives have a fitted effect of over 30% in size; many of its hits are not listed in these tables
# Target sequence (P63096 whole entry, looked up): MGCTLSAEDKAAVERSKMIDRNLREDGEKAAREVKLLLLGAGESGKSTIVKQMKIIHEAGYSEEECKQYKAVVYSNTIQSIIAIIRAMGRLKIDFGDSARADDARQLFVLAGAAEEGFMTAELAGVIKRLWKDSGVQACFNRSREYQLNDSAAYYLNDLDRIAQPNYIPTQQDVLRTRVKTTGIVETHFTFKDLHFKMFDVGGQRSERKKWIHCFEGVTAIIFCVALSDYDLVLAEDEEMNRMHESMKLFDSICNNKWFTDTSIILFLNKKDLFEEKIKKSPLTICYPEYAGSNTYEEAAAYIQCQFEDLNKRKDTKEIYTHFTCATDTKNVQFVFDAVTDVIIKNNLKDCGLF
# GAA spleen mod = inhibitors or activators of human alpha-glucosidase in spleen homogenate | P10253 | human spleen homogenate, 4-MU-alpha-glucoside fluorescence | Potency, µM (series often up to 79.9 µM), inactives show at the highest dose activity change, negative = inhibition, hits mostly inhibitors | actives 0.006% (n = 240,000);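 note: 0% = enzyme with vehicle and -100% = no enzyme basal signal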
#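 AC50 values come from Hill-equation fits of concentration-response data, normalized to no-enzyme and full-activity controls. Enzyme source: 1 ug human spleen homogenate; 1 mM fluorogenic 4-MU glucoside, pH 5.0 citrate buffer, 37 C, 40 min.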
# GAA glycogen = alters human alpha-glucosidase cleavage of glycogen. P10253. recombinant GAA, glycogen substrate, Amplex Red glucose oxidase fluorescence. Potency, µM (doses to about 76.4 µM), for inactives: at the top dose activity change, negative = inhibition, usual class: inhibitors. actives 0.38% (n = 300,000). AID 2100;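 note: 0% = full enzyme reaction and -100% = no-enzyme basal signal; the screen sought inhibitors and activators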
#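 Recombinant human enzyme (4 nM); glycogen substrate; 37 C, 40 min, pH 5.0. Readout: coupled glucose oxidase/Amplex Red fluorescence.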
# IMPase Li inh = membrane-permeable IMPase blocker, potentiated with lithium; Potency, µM (highest dose often 59.4 µM), for inactives: at the highest dose activity, negative = IMPase inhibition, usual class: inhibitors; actives 0.35% (n = 210,000); AID 1457; CHO-M1 cells, IP1 TR-FRET (IP-One), carbachol + lithium;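 note: IP1 builds up when IMPase is blocked and the TR-FRET signal falls; plate controls were basal vehicle for no effect and high inhibitor control for full effect; nearly all actives have a fitted effect of over 50% in size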
#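 IP1 accumulation measured by competitive TR-FRET in lysed CHO-M1 cells after 30 min compound exposure at 37C, with a small lithium addition to potentiate weak responses. Hill-equation AC50 from ratio and donor-channel data.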
# * = called active by the depositor; u = inconclusive; x = not tested or not shown; [ ] = remark or other dose. Unless noted, calls come from the whole dose curve; as a rule, active = well fitted curve in the direction sought with a large enough effect; inconclusive = small, poorly fitted or top-dose-only effect, or another doubt; inactive = no such curve, though single readings can be large; an effect the other way counts as inactive or inconclusive. Potency is the fitted concentration of half-maximal effect. Some of the compounds tested; rates above refer to the full screens.
SMILES,HTT aggregate,GAA inh,HTT cytoprotect,RGS12 GoLoco inh,GAA spleen mod,GAA glycogen,IMPase Li inh
Cc1cc(N2CCN(C/C=C/c3ccccc3)CC2)n2ncnc2n1,3.5µM*,12%,u,3%,6%,-8%,-8%[38.3 µM]
Cc1cc(/C=N/N2CCN(C)CC2)c(C)n1-c1ccc(Cl)cc1,4%[9.22 µM],-1%[15.4 µM],12%[10 µM],6%,1%,15%,x
CN(C)S(=O)(=O)c1ccc(C(=O)NCCSc2ccc(Br)cc2)cc1,1%,-4%,-3%[10 µM],-11%,0%,4%,1%
N/C(=N\OC(=O)CC1CCCCC1)c1cccnc1,19%,-13%,-15%,12%,-5%,11%,-11%[38.3 µM]
CO[C@H]1C[C@@H]2CC[C@@H](C)[C@@](O)(O2)C(=O)C(=O)N2CCCC[C@H]2C(=O)O[C@H]([C@H](C)C[C@@H]2CC[C@@H](O)[C@H](OC)C2)CC(=O)[C@H](C)C=C(C)[C@@H](O)[C@@H](OC)C(=O)[C@H](C)C[C@H](C)C=CC=CC=C1C,-7%[9.22 µM],x,16%[10 µM],-11%,-4%,-1%,x
CS(=O)(=O)CCC(C(=O)n1nnc2ccccc21)N1C(=O)c2ccccc2C1=O (configuration not stated),13%,-1%,15%,-1%,-4%,10%,2%[38.3 µM]
CC(C)(C)C(=O)/C(C#N)=c1\s/c(=C\c2ccncc2)c(=O)n1CCCN1CCOCC1,-2%,-7%,-16%[10 µM],96%[activator],-3%,13%,-6%[38.3 µM]
O=C1c2ccccc2-c2ccc(C(=O)N3CCOCC3)cc21,-1%,-5%,14%,7%,-5%,6%,14%[38.3 µM]
O=C(c1ccco1)N1CCN(CC2CC3C=CC2C3)CC1 (configuration not stated),-10%,2%,13%[10 µM],-1%,-8%,-13%,-2%[38.3 µM]
COc1ccc(C2COC(=O)C2=N)c(NC(=O)c2ccccc2)c1 (configuration not stated),12%,1%,x,7%,-5%,7%,-3%
CCOC(=O)c1c(C)oc(NC(=O)COc2ccc(Cl)cc2C)c1C#N,14%,1%,5%,171%[activator],5%,-17%,31%[activator][38.3 µM]
Cc1ccc(S(=O)(=O)NC(=O)CSc2nc3ccccc3s2)cc1,-9%,u,-50%,3%,-5%,8%,3%[38.3 µM]
Cc1ccc(S(=O)(=O)N2CCCN(S(=O)(=O)C3CCS(=O)(=O)C3)CC2)cc1 (configuration not stated),-11%,2%,15%[10 µM],0%,-5%,4%,14%[38.3 µM]
COc1ccc(CNC(=O)C(c2ccco2)N(C(=O)c2ccccn2)c2ccccc2)cc1 (configuration not stated),-27%[9.22 µM],u,-29%[10 µM],2%,1%,12%,5%
CCC(C)C(NC(=O)C1CCC(C)CC1)C(=O)Nc1ccc(OC)cc1OC (configuration not stated),-4%,0%,-3%,18%,-2%,-3%,-6%
COCCn1c(=O)c(C)nc2cnc(Oc3cccc(Cl)c3)nc21,x,x,-25%,34%[activator],-8%,x,-4%
Cc1ccc(N/C(N)=N/c2nc(CSc3ccccn3)cc(=O)[nH]2)c(C)c1,-7%[9.22 µM],4%,5%[10 µM],4%,8%,-5%,9%
COc1ccc(/C=C2/CC/C(=C\c3ccc(OC)c(OC)c3OC)C2=O)c(OC)c1OC,-11%,-6%,-1%[10 µM],2%,0%,-5%,5%
CCOC(=O)c1c(NCc2ccccc2)n[nH]c1C,5%,-2%,x,11%,2%,-1%,-1%
CCOC(=O)N1CCN(C(=O)CS(=O)(=O)c2cn(Cc3ccccc3Cl)c3ccccc23)CC1,6%,u,26%[10 µM],1%,-5%,-1%,26%[38.3 µM]
COc1ccc(OC)c(CNC(=O)CCCc2cn(C)c3ccccc23)c1,31%,0%,x,-4%,-1%,-17%,2%
CCN(CC)CC#CCOC(=O)[C@@](O)(c1ccccc1)C1CCCCC1,-11%,x,-39%[inhibitor],3%[21.6 µM],4%[29.1 µM],x,28%
Cn1c(=O)c(C(=O)CN2CCN(Cc3ccc4c(c3)OCO4)CC2)c(N)n(Cc2ccccc2)c1=O,7%[9.22 µM],-16%,15%[10 µM],12%,0%,5%,x
CCN(CCCNC(=O)CN(C)S(=O)(=O)c1cccc2nsnc12)c1cccc(C)c1,2%,-5%,-24%,-3%,-8%,-10%,-8%[38.3 µM]
COc1ccc(/C=C/C(=O)OCC(=O)Nc2ccc(OC)c(S(=O)(=O)N3CCCCC3)c2)cc1,u,2%,-12%[10 µM],9%,1%,-9%,1%
Cc1ccc([N+](=O)[O-])cc1S(=O)(=O)NCCc1c(C)[nH]c2ccccc12,17%,2%,-1%[10 µM],14%,-19%,11%,7%
Cc1noc(C)c1COc1ccc(C(=O)OC(C)C(=O)Nc2ccc(S(=O)(=O)N3CCOCC3)cc2)cc1 (configuration not stated),18%,7%,23%[10 µM],15%,-7%,5%,-1%
CCN(CC)c1ccc(NC(=O)COc2ccc(C)cc2)cc1,u,-17%[15.4 µM],1%,-28%,-5%,7%,19%[38.3 µM]
CCn1c(SCC(=O)Nc2cc(C)on2)nnc1-c1ccc(OC)cc1,13%[9.22 µM],u,11%[10 µM],15%,-4%,-6%,8%
COc1cccc(OC)c1C(=O)Nn1c(-c2cccs2)nc2ccccc2c1=O,0%,-7%,x,3%,-6%,-1%,-7%
CCOC(=O)c1nnc(-c2ccc(C)cc2)nc1Sc1ccc(Cl)cc1,15%,-8%,-10%,-14%,6%,6%,22%[38.3 µM]
O=S(=O)(Nc1ccc(-c2nc3cccnc3s2)cc1)c1ccccc1F,11%[9.22 µM],x,8%[10 µM],7%,u,1%,x
CCn1c2ccc(/C(C)=N\O)cc2c2cc(/C(C)=N\O)ccc21,u,-7%,7%,-5%,-8%,4%,4%[38.3 µM]
CC1C=C[C@@H]2[C@H](C1)C(=O)N(Cc1ccccc1)[C@H]2c1ccccc1Br (some centres not stated),x,x,-117%[inhibitor],6%,-8%,x,18%
Cc1nc(S(=O)(=O)c2cccc(Cl)c2)nc2c1CCC2,1%,1%,-21%,6%,-6%,5%,9%[38.3 µM]
CCN1CCN(C(=O)c2cc3nc(-c4ccccc4)cc(C(F)(F)F)n3n2)CC1,-9%,-7%,11%,-11%,-7%,-7%,32%[activator][38.3 µM]

# Part of the list above in another layout:
> CCn1c(SCC(=O)Nc2cc(C)on2)nnc1-c1ccc(OC)cc1
  HTT aggregate: 13%[9.22 µM]
  GAA inh: u
  HTT cytoprotect: 11%[10 µM]
  RGS12 GoLoco inh: 15%
  GAA spleen mod: -4%
  GAA glycogen: -6%
  IMPase Li inh: 8%
> COc1cccc(OC)c1C(=O)Nn1c(-c2cccs2)nc2ccccc2c1=O
  HTT aggregate: 0%
  GAA inh: -7%
  HTT cytoprotect: x
  RGS12 GoLoco inh: 3%
  GAA spleen mod: -6%
  GAA glycogen: -1%
  IMPase Li inh: -7%
> CCOC(=O)c1nnc(-c2ccc(C)cc2)nc1Sc1ccc(Cl)cc1
  HTT aggregate: 15%
  GAA inh: -8%
  HTT cytoprotect: -10%
  RGS12 GoLoco inh: -14%
  GAA spleen mod: 6%
  GAA glycogen: 6%
  IMPase Li inh: 22%[38.3 µM]

# Record cards, as listed above. Values in the order: HTT aggregate | GAA inh | HTT cytoprotect | RGS12 GoLoco inh | GAA spleen mod | GAA glycogen | IMPase Li inh
# `CCOC(=O)N1CCN(C(=O)CS(=O)(=O)c2cn(Cc3ccccc3Cl)c3ccccc23)CC1` in the list: 6% | u | 26%[10 µM] | 1% | -5% | -1% | 26%[38.3 µM]
# `Cc1nc(S(=O)(=O)c2cccc(Cl)c2)nc2c1CCC2` in the list: 1% | 1% | -21% | 6% | -6% | 5% | 9%[38.3 µM]
# `Cc1noc(C)c1COc1ccc(C(=O)OC(C)C(=O)Nc2ccc(S(=O)(=O)N3CCOCC3)cc2)cc1` (configuration not stated) in the list: 18% | 7% | 23%[10 µM] | 15% | -7% | 5% | -1%
# `COc1ccc(OC)c(CNC(=O)CCCc2cn(C)c3ccccc23)c1` in the list: 31% | 0% | x | -4% | -1% | -17% | 2%
# `Cc1ccc(S(=O)(=O)N2CCCN(S(=O)(=O)C3CCS(=O)(=O)C3)CC2)cc1` (configuration not stated) in the list: -11% | 2% | 15%[10 µM] | 0% | -5% | 4% | 14%[38.3 µM]

# Going on with the list:
SMILES,HTT aggregate,GAA inh,HTT cytoprotect,RGS12 GoLoco inh,GAA spleen mod,GAA glycogen,IMPase Li inh
Cc1cc(C)c(NC(=S)NCC2CCN(C(C)c3ccccc3)C2)c(C)c1 (configuration not stated),2%,-1%,-18%,-4%,3%,-1%,5%
Cc1ccc2nc(SCc3ccc([N+](=O)[O-])cc3)[nH]c2c1,u,0%,-9%,10%,-5%,-1%,18%[38.3 µM]
Cc1onc(-c2c(F)cccc2Cl)c1C(=O)N1CCN(c2ncc(Br)cn2)CC1,18%[9.22 µM],x,3%[10 µM],-5%,2%,11%,x
Cc1ccc(S(=O)(=O)C(C#N)c2nc3ccccc3nc2N2CCN(C)CC2)cc1 (configuration not stated),16%,-10%,x,-4%,-1%,1%,0%
COC(=O)c1ccccc1NC(=O)CSc1nnc(-c2ccc(C)cc2)o1,-1%,0%,-5%[10 µM],-1%,2%,5%,2%
CCOC(=O)c1nnn(CC(=O)N2N=C(c3ccc(Cl)cc3)CC2c2ccc(OC)cc2)c1C(=O)OCC (configuration not stated),-1%,2%,17%[10 µM],-1%,-7%,-22%,-2%
Oc1cccc(-c2nc3ccccc3s2)c1,-12%,2%,-152%[inhibitor][0.074 µM],-3%,2%,5%,3%[38.3 µM]
Cc1cc(-c2nc3cccnc3s2)ccc1NS(=O)(=O)c1ccc2c(c1)OCCO2,u,u,9%[10 µM],5%,u,-10%,8%[38.3 µM]
Cc1c(Cl)c([N+](=O)[O-])nn1CCCC(=O)NC(C)c1ccccc1 (configuration not stated),-2%,-3%,16%[10 µM],3%,-5%,8%,10%
Cc1nn(-c2ccccc2)c2sc(C(=O)O)cc12,-32%,-1%,-18%,0%,-2%,-5%,22%[38.3 µM]
CN(C)Cc1ccccc1-c1nc(N2CCOCC2)c2ccccc2n1,x,x,-42%[inhibitor],0%,-2%,x,10%
Clc1ccc2[nH]c3c(NCCN4CCOCC4)ncnc3c2c1,-17%,-10%,8%[1.9 µM],9%,8%,-2%,27%[38.3 µM]
CN(C)c1ccc(C(=O)/C=C/c2ccco2)cc1,14%,-15%,8%[10 µM],12%,-28%,-4%,1%
CCN(CC)c1nc(C(N)=O)cc(-c2ccccc2)n1,-4%,-6%,-2%,-5%,7%,-13%,-4%[38.3 µM]
COc1cc(OC)cc(-c2nnc(Nc3nc4c(F)cccc4s3)o2)c1,-6%,u,4%,10%,4%,-1%,u
